Screening results as filed in PubChem.
EPAC1 antag = qHTS for Antagonist of cAMP-regulated guanine nucleotide exchange factor 3 (EPAC1): primary screen; 360,000 compounds, 0.14% hits; Potency, µM (titrated, usually from 115 µM), without a hit: at the highest dose activity change, negative = inhibition, most hits filed as inhibitors; AID 720709, 2013; EPAC1 GEF assay, Rap1b-BODIPY-GDP exchange fluorescence;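 further: potency means the concentration at half of the fitted maximal effect; plate controls were vehicle for no effect and positive control for full effect; nearly all actives have a fitted effect of over 50% in size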
IL-2 act = qHTS of IL-2 Activators | activation, % (series mostly up to about 46 µM) | 360,000 compounds, 0.065% hits | AID 652025, 2013 | IL-2 activation reporter assay, cell-based qHTS; stimulated with anti-CD3/CD4/CD28 beads; in transgenic mouse T cells; in the data active means activation above about 50%; inconclusive means mostly about 30% to 49%; further: 0% is about no effect
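EGFP and DsRed fluorescence is measured by plate cytometry in unstimulated transgenic mouse T cells exposed to compound for 60 minutes, then stimulated 18 hours at 37 degrees C with anti-CD3/anti-CD4 beads plus anti-CD28.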
PLK1 PBD block = qHTS for Inhibitors of PLK1-PDB (polo-like kinase 1 - polo-box domain): Primary Screen | Plk1 PBD binding of FITC phosphopeptide, fluorescence polarization | Potency, µM, inactives show max response, negative = inhibition, actives largely listed as inhibitors | 360,000 compounds, 2.8% hits; further: potency means the concentration at half of the fitted maximal effect; series mostly up to about 57 µM; on the % scale 0 is the no-effect control and ±100 the full control effect; nearly all actives have a fitted effect of over 65% in size
Target sequence (P53350 whole entry, looked up, the tested form may be a part): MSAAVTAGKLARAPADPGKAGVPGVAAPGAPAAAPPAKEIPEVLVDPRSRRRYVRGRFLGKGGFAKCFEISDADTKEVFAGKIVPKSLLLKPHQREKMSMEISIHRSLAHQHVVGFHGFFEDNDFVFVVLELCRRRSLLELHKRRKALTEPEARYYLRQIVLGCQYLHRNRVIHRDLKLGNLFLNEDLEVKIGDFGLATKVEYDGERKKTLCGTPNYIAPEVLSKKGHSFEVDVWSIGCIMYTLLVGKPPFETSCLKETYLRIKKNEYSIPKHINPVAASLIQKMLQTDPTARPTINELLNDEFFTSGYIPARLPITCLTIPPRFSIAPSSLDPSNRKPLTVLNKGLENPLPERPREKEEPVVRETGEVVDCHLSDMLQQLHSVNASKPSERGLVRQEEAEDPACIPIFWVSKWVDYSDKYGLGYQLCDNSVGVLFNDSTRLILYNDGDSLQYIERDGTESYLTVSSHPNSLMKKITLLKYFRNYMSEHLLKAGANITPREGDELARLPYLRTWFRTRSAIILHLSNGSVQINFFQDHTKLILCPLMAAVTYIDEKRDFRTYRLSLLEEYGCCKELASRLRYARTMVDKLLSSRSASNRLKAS
PI5P4Ka inh = qHTS for Inhibitors of phosphatidylinositol 5-phosphate 4-kinase (PI5P4K); Phosphatidylinositol 5-phosphate 4-kinase type-2 alpha (Homo sapiens), P48426; PI5P4Kalpha enzyme, ADP-Glo luminescence, 60 min; hits give low values; max response, %; 330,000 compounds, 1.2% hits; AID 652105, 2013; active means max response of -50% or lower; inconclusive means between -30% and -50%; inactive means -30% or higher; further: value at the top dose of about 77 µM; on the % scale 0 is the no-effect control and ±100 the full control effect
Target sequence (P48426 whole entry, looked up): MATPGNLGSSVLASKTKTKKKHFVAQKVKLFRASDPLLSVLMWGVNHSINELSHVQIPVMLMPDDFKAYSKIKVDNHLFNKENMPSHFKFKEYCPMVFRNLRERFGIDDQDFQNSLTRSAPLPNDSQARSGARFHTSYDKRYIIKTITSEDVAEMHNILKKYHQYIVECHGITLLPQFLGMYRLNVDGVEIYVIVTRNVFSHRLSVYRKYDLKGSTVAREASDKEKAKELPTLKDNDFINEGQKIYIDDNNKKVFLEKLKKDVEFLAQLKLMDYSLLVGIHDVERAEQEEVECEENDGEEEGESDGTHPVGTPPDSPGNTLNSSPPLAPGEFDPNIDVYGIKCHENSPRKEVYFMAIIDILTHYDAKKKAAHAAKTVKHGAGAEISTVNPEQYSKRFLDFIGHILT
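qHTS, 1536-well: enzyme/substrate mix, compound by pin tool, 5 microM ATP final; RT 60 min; ADP-Glo reagents 1 (45 min) then 2 (30 min); luminescence.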
WRN inhibitor = qHTS for Inhibitors of WRN Helicase | AID 651768, 2012 | Bifunctional 3'-5' exonuclease/ATP-dependent helicase WRN (Homo sapiens), Q14191 | Potency, µM (top dose mostly 114 µM), inactives show at the highest dose activity change, negative = inhibition, actives largely listed as inhibitors | 360,000 compounds, 0.46% hits | WRN helicase unwinding, fluorescent forked duplex, kinetic; further: potency means the concentration at half of the fitted maximal effect; on the % scale 0 is the no-effect control and ±100 the full control effect; nearly all actives have a fitted effect of over 55% in size
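Primary qHTS, 1536-well format. 20 nM WRN + compound, 15 min RT; start with 100 nM forked fluorophore/quencher duplex, 2 mM ATP (final); kinetic read ex 525/em 598 nm.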
EPAC1 agonist = qHTS for Agonist of cAMP-regulated guanine nucleotide exchange factor 3 (EPAC1): primary screen | EPAC1 agonist qHTS, biochemical assay; response scale: 100% = response to 6.5 mM cAMP | Rap guanine nucleotide exchange factor 3 (Homo sapiens), O95398 | 360,000 compounds, 0.073% hits | Potency, µM (top dose mostly 154 µM), without a hit: top-dose activation, actives largely listed as activators; further: potency means the concentration at half of the fitted maximal effect; nearly all actives have a fitted effect of over 60% in size
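Nucleotide exchange assay: 100 nM EPAC1 with 250 nM Rap1B loaded with BODIPY-GDP and 50 uM GDP, room temperature. Fluorescence (480/540 nm) read every 5 min for 30 min; signal change normalized to 6.5 mM cAMP as full agonist.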
FUS suppressor = qHTS for Suppressors of FUS Proteinopathy: Primary screen using FUS-linked yeast assay; Potency, µM (highest dose often 76.6 µM), inactives show top-dose growth rescue (activation), actives largely listed as activators; S. cerevisiae FUS-expressing, growth rescue, OD600, 24 h; 390,000 compounds, 0.24% hits;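 further: potency means the concentration at half of the fitted maximal effect; plate controls were DMSO vehicle for no effect and reference control for full effect; nearly all actives have a fitted effect of over 55% in size; some results filed as inactive show a strong effect at the top dose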
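Restored growth of FUS-toxic S. cerevisiae, read as 600 nm absorbance after 24 h at 30C in galactose medium (starting OD 0.005). Controls CP55940 and DMSO.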
Abeta yeast res = qHTS for compounds that reverse cellular toxicity of Amyloid beta (A-beta) peptide in yeast: Primary Screen; yeast expressing A-beta42, growth rescue, OD600, 48 h; response scale: 0% DMSO, 100% iron-clioquinol control; Potency, µM (doses to about 46.1 µM), inactives show at the top dose growth rescue, usual class: activators; 410,000 compounds, 0.063% hits; further: potency means the concentration at half of the fitted maximal effect; nearly all actives have a fitted effect of over 55% in size
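Yeast growth medium received pinned compounds, then yeast cells expressing toxic A-beta were added; plates incubated at 30 C for 48 hr. Growth read as absorbance at 600 nm, normalized to DMSO and equimolar FeCl3 plus clioquinol controls.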
Numbers without * were called inactive; ? = inconclusive; / = no result given; [ ] = remark or other dose. Unless noted, the call rests on the fitted dose curve; in most records, active means well fitted curve in the direction sought with a large enough effect; inconclusive means small, poorly fitted or top-dose-only effect, or another doubt; inactive means no such curve, though single readings can be large; an effect the other way counts as inactive or inconclusive.

nr | smiles | EPAC1 antag | IL-2 act | PLK1 PBD block | PI5P4Ka inh
1 | Cc1ccccc1NC(=O)c1ccc(Cl)c(NC(=O)c2ccncc2)c1 | -9% | -1.6 | 0% | -3
2 | CCC(C)NC(=O)COc1ccccc1[N+](=O)[O-] (centres undefined) | 9% | -0.2 | 4% | 1
3 | CCN(CC)c1ccc(S(=O)(=O)N2CCOCC2)cc1NC(=O)COC(=O)C1=COCCO1 | 7% | -4.7 | 2% | 0
4 | CCc1cccc(NC(=O)c2ccc3c(=O)n4c(nc3c2)CCCCC4)c1 | -4% | -0.7 | -13% | 3
5 | CCOC(=O)c1cc(-c2cccc(O)c2)oc1C | -11% | -0.7 | -3% | 8
6 | Cc1cc(Cl)cc(C)c1OCCCCN1CCOCC1 | 3% | -0.6 | -19% | /
7 | Cc1c(NC(=O)COc2c(F)c(F)c(F)c(F)c2F)c(=O)n(-c2ccccc2)n1C | 25% | -3.0 | -7% | -4
8 | Cc1cccc(C)c1N1C(=O)CC(N2CCSCC2)C1=O (centres undefined) | -5% | -2.3 | 1% | -1
9 | CN(C(=O)CCc1nc2ccccc2s1)c1ccccc1 | -1% | 3.0 | -2% | /
10 | Nc1ccccc1-c1nnc(SCc2ccccc2Cl)[nH]c1=O | -2% | -0.5 | -17% | /

nr | WRN inhibitor | EPAC1 agonist | FUS suppressor | Abeta yeast res
1 | -9% | 0% | / | 8%
2 | -25%[57.1 µM] | -1% | -3% | 5%
3 | -8% | 0% | 19% | 0%
4 | -5% | 2% | 31% | -27%
5 | -8% | -9% | -5% | 0%
6 | -6% | 4% | 19% | -3%
7 | 2% | 0% | 1% | -26%
8 | -2% | 0% | 14% | -5%
9 | -2% | 0% | 1% | 5%
10 | -21% | 10% | 52% | 1%

Other structures.
nr | smiles | EPAC1 antag | IL-2 act | PLK1 PBD block | PI5P4Ka inh
11 | O=C(CCN1C(=O)COc2ccccc21)NCc1cccnc1 | -12% | -0.4 | 1% | /
12 | Nc1nc(-c2cccs2)cs1 | 2% | 0.1 | -23% | /
13 | Cc1occc1-c1nnc(SCC(=O)NC2CC2)n1C(C)C | 7% | -2.4 | -4% | 4
14 | COCCCNC(=S)N1CCCN(c2nc3c(C)c(C)ccc3cc2C#N)CC1 | 4% | -1.9 | -2% | 7
15 | Cc1ccc(-c2c[n+](CC(=O)Nc3nc(-c4ccc(F)cc4)cs3)c3n2CCC3)cc1 | -4% | -0.1 | 6% | 6
16 | CC12CCCc3c(O)cc(=O)n(c31)-c1ccccc12 (centres undefined) | 8% | 0.8 | -9% | -15
17 | Cc1cc(C)c(S(=O)(=O)N2CCN(C(=O)c3cc4ccccc4oc3=O)CC2)c(C)c1 | -4% | 0.1 | -3% | 3
18 | O=S(=O)(/N=C(/Nc1nccs1)c1ccc(F)cc1)c1ccccc1 | -17% | 0.4 | -9% | -8
19 | COc1ccc(NC(=O)NCCN2CCN(c3ccc(C)cc3)CC2)c(Cl)c1 | -20% | -0.2 | -5% | 1
20 | C(/CCc1ccccc1)=N\Nc1nc2ccccc2[nH]1 | -14% | 0.2 | 9% | -2

nr | WRN inhibitor | EPAC1 agonist | FUS suppressor | Abeta yeast res
11 | 1%[57.1 µM] | -3% | -18% | 37%
12 | -7% | -1% | 2% | 5%
13 | -3% | 2% | -9% | 9%
14 | 0% | 1% | 17% | -6%
15 | 9% | 0% | 28% | -4%
16 | 3% | -1% | / | -1%
17 | -5% | 17% | 3% | 8%
18 | -25% | -3% | 12% | 0%
19 | 1% | -6% | 0% | -20%
20 | 4% | 6% | -11% | -8%

An excerpt from above in order of their number in EPAC1 antag, lowest first.
nr	smiles	EPAC1 antag	IL-2 act	PLK1 PBD block	PI5P4Ka inh	WRN inhibitor
18	O=S(=O)(/N=C(/Nc1nccs1)c1ccc(F)cc1)c1ccccc1	-17%	0.4	-9%	-8	-25%
11	O=C(CCN1C(=O)COc2ccccc21)NCc1cccnc1	-12%	-0.4	1%	/	1%[57.1 µM]
17	Cc1cc(C)c(S(=O)(=O)N2CCN(C(=O)c3cc4ccccc4oc3=O)CC2)c(C)c1	-4%	0.1	-3%	3	-5%
12	Nc1nc(-c2cccs2)cs1	2%	0.1	-23%	/	-7%
14	COCCCNC(=S)N1CCCN(c2nc3c(C)c(C)ccc3cc2C#N)CC1	4%	-1.9	-2%	7	0%
13	Cc1occc1-c1nnc(SCC(=O)NC2CC2)n1C(C)C	7%	-2.4	-4%	4	-3%
16	CC12CCCc3c(O)cc(=O)n(c31)-c1ccccc12 (centres undefined)	8%	0.8	-9%	-15	3%

(list continues)
nr | smiles | EPAC1 antag | IL-2 act | PLK1 PBD block | PI5P4Ka inh
21 | CCc1nnc(NC(=O)c2oc3ccccc3c2COC(C)C)s1 | -3% | 1.4 | -1% | 3
22 | CCOc1cc(/C=N\NC(=O)c2ccc(NC(=O)C(C)(C)C)cc2)ccc1OC(=O)c1cccc(C)c1 | -3% | -0.6 | -4% | 4
23 | Cc1ccc(OCCN(C)C)c([N+](=O)[O-])c1 | -22% | 0.4 | -4% | 4
24 | O=[N+]([O-])c1ccc(C=NN2CCOCC2)s1 | -5% | -0.9 | 2% | -1
25 | CCOC(=O)CSc1cc(C(F)(F)F)nc(-c2ccccn2)n1 | -1% | 0.1 | -6% | 1
26 | Cc1nn(-c2ccccn2)c2c1C(c1ccncc1)C1=C(CC(C)(C)CC1=O)N2 (centres undefined) | -4% | -2.6 | -8% | /
27 | Cc1ccc(OCC(O)CN2CCC(Cc3ccccc3)CC2)c(C)c1 (centres undefined) | 22% | -0.2 | -2% | -7
28 | CCN(CC)S(=O)(=O)c1ccc(C)c(NC(=S)N2CCN(C/C=C/c3ccccc3)CC2)c1 | -15% | -3.4 | -27% | -3
29 | O=C1CC(c2cc(Br)ccc2F)c2cc3c(cc2N1)CCC3 (centres undefined) | 15% | -0.8 | -1% | /
30 | Cc1ccc(CN2CCN(/N=C/c3cccs3)CC2)cc1 | 5% | -0.1 | -8% | -2

nr | WRN inhibitor | EPAC1 agonist | FUS suppressor | Abeta yeast res
21 | -21% | 7% | 10% | 3%
22 | -10% | 12% | 19% | 3%
23 | -4% | 0% | / | 9%
24 | 5% | -2% | 31% | -33%
25 | 3% | 4% | 4% | 8%
26 | 0% | 1% | 9% | 8%
27 | 1% | -5% | 8% | 3%
28 | 0% | -1% | -2% | 2%
29 | 3% | -5% | 4% | -21%
30 | -9% | 6% | / | 6%

A different layout for part of the listing above.
Below each SMILES – EPAC1 antag | IL-2 act | PLK1 PBD block | PI5P4Ka inh | WRN inhibitor | EPAC1 agonist | FUS suppressor | Abeta yeast res
4	CCc1cccc(NC(=O)c2ccc3c(=O)n4c(nc3c2)CCCCC4)c1
→ -4% | -0.7 | -13% | 3 | -5% | 2% | 31% | -27%
5	CCOC(=O)c1cc(-c2cccc(O)c2)oc1C
→ -11% | -0.7 | -3% | 8 | -8% | -9% | -5% | 0%

Later entries
nr | smiles | EPAC1 antag | IL-2 act | PLK1 PBD block | PI5P4Ka inh
31 | CC1=Nc2ccccc2N=C(NC(=O)CSC(=S)N2CCCCC2)C1c1ccccc1 (centres undefined) | -5% | -0.7 | -17% | 6
32 | CC1CCCCC1N(C)C1CCN(C(=O)CNC(=O)/C=C/c2cccc(Cl)c2)CC1 (centres undefined) | 4% | 0.1 | -9% | 1
33 | CN1C(=O)CC(C(=O)O)SC1=Nc1cccc(C(F)(F)F)c1 (centres undefined) | 7% | 3.3 | -14% | /
34 | Cc1nnc2ccc(-c3ccc(NS(=O)(=O)c4ccccc4[N+](=O)[O-])cc3)nn12 | -17% | 0.9 | -24% | -20
35 | CC1CCCN(C(=O)c2ccc3ncsc3c2)C1 (centres undefined) | -29% | -2.7 | -23% | -2
36 | CCn1nc(NC(C)=O)c2cc3ccc(C)cc3nc21 | -24% | 0.4 | -1% | 7
37 | CN(C)C(=O)CCCCCCCCC(=O)N(C)C | 8% | -2.8 | 2% | 0
38 | COc1ccc(OC)c(C2NC(=O)NC(C)=C2C(=O)OCc2ccccc2)c1 (centres undefined) | ? | 2.3 | -5% | 5
39 | CCOC(=O)c1cc(-c2ccc(N3CCOCC3)cc2)nn1-c1ccccc1C(=O)O | -23% | 0.5 | 19µM* | ?
40 | COC(/C=C/Nc1ccc(OC)cc1)=C(C#N)C#N | -3% | -0.3 | -12% | /

nr | WRN inhibitor | EPAC1 agonist | FUS suppressor | Abeta yeast res
31 | -13% | 9% | 22% | 10%
32 | -4% | -5% | 1% | 5%
33 | 1% | 0% | -9% | -5%
34 | -15%[11.6 µM] | 5% | 10% | -4%
35 | -8% | -1% | 12% | -8%
36 | -15% | 3% | 19% | -17%
37 | 0% | 2% | -9% | -6%
38 | -12% | 4% | 9% | -2%
39 | ? | -3% | ? | -24%
40 | -22% | 2% | 12% | -17%

Next part.
nr | smiles | EPAC1 antag | IL-2 act | PLK1 PBD block | PI5P4Ka inh
41 | CCC(=O)N1CCc2cc(Br)cc(S(=O)(=O)CC(=O)OC)c21 | 18% | -0.2 | ? | -8
42 | Cc1nnc(C)n1/N=C/c1cccc(Oc2ccccc2)c1 | 5% | -2.0 | -7% | /
43 | CC1CCCCN1C(=O)COC(=O)C1CCN(S(=O)(=O)c2ccc(Cl)c(C(F)(F)F)c2)CC1 (centres undefined) | -8% | -0.4 | -11% | -3
44 | COc1ccc(OC)c(S(=O)(=O)N(C)CC(=O)N2CCOCC2)c1 | 8% | -4.0 | -3% | 4
45 | CC1=C(C#N)C(c2ccc(O)cc2)C(C#N)=C(C)N1 | 3% | -0.6 | -5% | 0
46 | COc1ccc(C2=CC(=O)C[C@H](c3ccc(OC)c(OC)c3)C2)cc1 | -10% | -0.4 | 1% | 3

nr | WRN inhibitor | EPAC1 agonist | FUS suppressor | Abeta yeast res
41 | -1% | 1% | 3% | 2%
42 | 0% | 6% | -10% | 1%
43 | 2% | 4% | -1% | -4%
44 | -9% | 3% | 8% | 9%
45 | 2% | 1% | -1% | 18%
46 | 0% | -9% | -5% | 5%
